Source: PubChem
Phagocytosis inh: macrophage phagocytosis inhibition; J774A.1 macrophage IgG-bead phagocytosis, imaging; inhibition, % at 5 µM; actives 0.07% (n = 110,000); AID 1029;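 active means inhibition above the mean of the plate negative controls plus 5 SD, cut at about 13% in these data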;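 further: phagocytic index as fraction of beads internalized from green versus red external bead signal; plate controls were DMSO negative control for no effect and cytochalasin-D positive control for full effect; some results beyond the cut were filed as inactive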
Yeast lifespan up: yeast lifespan extension. S. cerevisiae growth with nicotinamide, OD615; deaD strain in restrictive glucose medium. inhibition of the nicotinamide effect, % at 10 µM. AID 775. actives 0.68% (n = 130,000);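 active means inhibition above a set limit, placed 3 SD over the median of all compounds, cut at about 26% in these data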;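 further: 0% = nicotinamide-treated wells and 100% = cells grown without nicotinamide; some compounds called inactive have numbers as strong as hits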
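Material: Modified budding yeast, DeaD strain | Medium: Restrictive glucose medium | Probe or stimulus: 1.5 mM nicotinamide | Dosing: Single dose 10 µM compound, 0.25% DMSO | Times: 48 h at 30 °C | Technique: OD615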
MRP1 act: MRP-1 activation; H69AR cells + doxorubicin, viability rescue, CellTiter-Glo; viability increase, % at 10 µM; actives 0.61% (n = 140,000);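 active means viability gain under doxorubicin at or above a set limit, the compound median plus 3 SD, cut at about 4.7% in these data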;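 further: MRP-1 overexpressing cells given doxorubicin 25 µM after compound pretreatment; 18-22 h compound pretreatment then 72 h with doxorubicin before readout; 0% = doxorubicin-only wells and 100% = vehicle-treated cells without doxorubicin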
PTEN del growth: suppresses growth of cells with PTEN deletion; viability, % at 10 µM; actives 1.2% (n = 140,000); HCT116 PTEN-null viability, CellTiter-Glo, 60 h; stronger effect = lower value;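 active means viability at or below a set limit, 4 SD under the median of all tested compounds, cut at about 3.7% in these data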;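 further: PTEN knockout HCT116 line with beta catenin targeted HCT116 as companion control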
GALR2 blocker: antagonists of human galanin receptor 2 (GALR2). O43603. GALR2-expressing cells, antagonist mode. inhibition, % at 4 µM. actives 0.39% (n = 140,000). AID 828; in the data active means inhibition above about 27%;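 further: cells stimulated with galanin 1-16 at roughly its EC80; 0% = agonist challenge control and 100% = basal control without agonist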
Target sequence (O43603 whole entry, looked up): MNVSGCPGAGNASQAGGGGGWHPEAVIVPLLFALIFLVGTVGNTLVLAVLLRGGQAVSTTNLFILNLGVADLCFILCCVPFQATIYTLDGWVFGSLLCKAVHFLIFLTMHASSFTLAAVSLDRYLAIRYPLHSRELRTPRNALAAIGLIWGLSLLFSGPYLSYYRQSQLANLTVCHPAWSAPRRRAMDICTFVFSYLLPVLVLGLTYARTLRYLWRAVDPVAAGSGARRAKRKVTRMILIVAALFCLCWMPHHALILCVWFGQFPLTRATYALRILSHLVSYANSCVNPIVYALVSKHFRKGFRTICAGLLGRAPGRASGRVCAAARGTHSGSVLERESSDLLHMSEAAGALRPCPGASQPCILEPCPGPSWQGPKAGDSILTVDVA
Yeast growth inh: chemicals that inhibit yeast BB579 growth in restrictive medium (lifespan-shortening candidates); S. cerevisiae BB579 growth, OD615, 48 h; AID 804; actives 0.51% (n = 140,000); inhibition, % at 10 µM;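 active means inhibition above a set limit, 3 SD over the mean compound inhibition, cut at about 44% in these data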; further: inactives centre near -24
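System: DeaD yeast strain BB579; buffer or medium: CSMM-D dextrose restrictive medium; technique: OD at 615 nm; schedule: 4 h cell preincubation, 48 h compound exposure, 30 °C humidified; doses: single 10 µM dose; controls: amphotericin B 10 µg/mL, positive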
Measles CPE: protection of cells from measles virus; protection (pct of control), % at 4 µM; actives 1.5% (n = 140,000); AID 841; Measles virus-infected cells, CPE protection, absorbance; in the data active means protection mostly above about 24%, no sharp cut-off; inactive means mostly below about 26%; further: some compounds called inactive have numbers as strong as hits
E-sel TNF inh: TNF alpha driven E-selectin expression inhibition | HUVEC TNFa-induced E-selectin immunofluorescence, high content | actives 0.71% (n = 120,000) | inhibition, % at 2 µM;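 active means inhibition above the batch mean plus 3 SD, and confirmed as a hit on visual image review, cut at about 43% in these data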;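 further: 0% = TNF-stimulated DMSO wells and 100% = unstimulated control wells; not every result past the cut was called active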
NPY-Y2 antag: blocks the human neuropeptide Y Y2 receptor. P49146. NPY-Y2 expressing cells, antagonist mode. inhibition, % at 2.7 µM. actives 0.99% (n = 140,000). AID 793; in the data active means inhibition above about 17%;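 further: 0% = vehicle with agonist challenge and 100% = reference antagonist with challenge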
Target sequence (P49146 whole entry, looked up): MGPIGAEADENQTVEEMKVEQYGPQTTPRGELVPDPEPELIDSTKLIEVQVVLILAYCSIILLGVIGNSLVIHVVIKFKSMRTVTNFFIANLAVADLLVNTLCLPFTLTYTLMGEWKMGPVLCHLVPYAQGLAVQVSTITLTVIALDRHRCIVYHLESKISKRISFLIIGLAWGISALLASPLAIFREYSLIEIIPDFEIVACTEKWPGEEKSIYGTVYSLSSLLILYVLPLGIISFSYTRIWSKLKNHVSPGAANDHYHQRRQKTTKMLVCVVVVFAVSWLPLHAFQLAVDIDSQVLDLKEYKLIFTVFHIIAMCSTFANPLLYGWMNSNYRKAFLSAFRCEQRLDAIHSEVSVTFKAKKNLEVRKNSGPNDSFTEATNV
HCT116 bCat-KO: beta-catenin-lacking colon tumor cell growth suppression; HCT116 beta-catenin knockout viability, CellTiter-Glo, 60 h; stronger effect = lower value; viability, % at 10 µM; actives 1.5% (n = 140,000); AID 818;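 active means viability at or under a set limit, the compound median less 4 SD, cut at about 6% in these data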;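 further: 0% = Hyamine 1622 control at 20 µM and 100% = untreated cell control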
Active calls of the source: *; · = no result given.

SMILES | Phagocytosis inh | Yeast lifespan up | MRP1 act | PTEN del growth | GALR2 blocker | Yeast growth inh | Measles CPE | E-sel TNF inh | NPY-Y2 antag | HCT116 bCat-KO
CCOc1ccc(C/C(N)=N/n2cnnc2)cc1 | 0 | -8 | 0.2 | 92 | -6 | 18 | 5 | 3 | 1 | 90
CNCCC=C1c2ccccc2CCc2ccccc21 | · | 5 | -2.5 | 43 | 11 | -39 | 25 | · | 8 | 54
COc1cccc(N2CCN(Cc3cccnc3)CC2)c1 | 0 | -3 | -3.3 | 86 | 7 | -24 | 4 | -67 | -2 | 88
Cc1ccc(/C=N/N2CCN(C3c4ccccc4-c4ccccc43)CC2)s1 | -14 | -1 | 2.3 | 82 | 11 | -27 | 8 | · | 2 | 87
Cc1cccc(S(=O)(=O)NNC(=O)c2sc(C)nc2C)c1 | -2 | 2 | -0.9 | 101 | -2 | -39 | 6 | · | 2 | 92
CC(C)C(CO)NC(=O)CC(=O)NC(CO)C(C)C (configuration not stated) | -1 | -12 | 1.2 | 97 | 9 | -28 | 34 | -30 | 1 | 110
CC(C)Oc1ccc(C(=O)N(Cc2ccco2)C2CCS(=O)(=O)C2)cc1 (configuration not stated) | -1 | -5 | -1.2 | 94 | 6 | -35 | 3 | -3 | 3 | 92
COCCNC(=O)c1ccc(Cl)c(Cl)c1 | 0 | -13 | -2.1 | 100 | -4 | -17 | 7 | -33 | 4 | 93
CN(C)S(=O)(=O)c1ccc(Cl)c(NC(=O)c2ccncc2)c1 | -7 | 4 | -2.2 | 91 | -14 | -39 | 9 | · | -2 | 88
CCCc1cc(-c2n[nH]c(C(=O)OCC)c2-c2cscn2)c(O)cc1O | 5 | -21 | -3.8 | 72 | 12 | -50 | 3 | 15 | 0 | 86
C=CCn1c(SCCC(=O)O)nnc1-c1cccs1 | · | 2 | -1.5 | 101 | -4 | -29 | 8 | 0 | 2 | 96
Cc1cc(C(=O)CSc2nnc(N)s2)c(C)n1CCc1ccc(F)cc1 | · | -32 | -2.7 | 73 | -8 | -6 | 19 | 3 | 4 | 81
CCOC(=O)N1CCN(C(=O)c2ccc(CS(=O)(=O)c3ccccc3OC)o2)CC1 | -3 | -11 | -0.9 | 96 | 4 | -48 | · | -15 | 3 | 103
Cn1c(Cn2nnc3ccccc32)nnc1SCC(N)=O | -1 | -6 | 0.8 | 101 | 8 | -3 | 25 | · | 1 | 93
CCCc1c(O)c2ccccc2[nH]c1=O | 2 | -6 | -1.6 | 99 | 6 | -2 | 3 | 52* | 1 | 93
Cc1cccc(-n2c(N)cc(=O)nc2SCC(=O)Nc2cc(C)on2)c1 | -1 | 2 | -0.3 | 94 | 3 | -17 | 4 | · | 2 | 94
Cc1cc(C)c2nc(SCC(=O)NCCN3C(=O)CSC3=O)cc(C)c2c1 | -5 | -2 | -1.8 | 82 | -10 | -27 | 39 | 3 | 6 | 95
CC(=O)NC(CCS(C)(=O)=O)C(=O)Nc1cc(C)ccc1C (configuration not stated) | -1 | -5 | 0.3 | 108 | 5 | -4 | 15 | -4 | 2 | 92
COCCn1c(SCC(=O)c2ccc(Cl)cc2)nnc1C(C)C | 0 | -4 | -3.5 | 82 | 1 | -13 | 14 | 71* | 2 | 81
CCCc1cc(O)c2c(C)cc(=O)oc2c1 | · | · | -1.3 | 96 | 19 | -47 | 19 | 0 | 7 | 105
CCC(CC)c1nnc(NC(=O)c2ccc([N+](=O)[O-])cc2)s1 | -5 | -1 | 0.1 | 90 | -12 | -17 | 23 | · | 2 | 85
CCOc1ccc(CNc2ccc(N3CCCC3)cc2)cc1 | 0 | -17 | -6.4 | 6 | -5 | -32 | 20 | -23 | -2 | 4.5*
CCC(C)(C)n1nnnc1C(c1cc2ccc(OC)cc2[nH]c1=O)N1CCN(C2CCCCC2)CC1 (configuration not stated) | -1 | -9 | -3.0 | 93 | -7 | -16 | 5 | · | 0 | 89
O=C(c1cccnc1)N1CCN(c2c(Cl)cccc2[N+](=O)[O-])CC1 | 0 | -17 | -2.5 | 79 | 13 | -24 | 5 | 10 | 5 | 82
CCc1ccc(N(CC(=O)NC2CCCC2)S(=O)(=O)c2c(C)noc2C)cc1 | 0 | 0 | -0.5 | 99 | 9 | -99 | 17 | · | 10 | 89
Oc1ccccc1N=Cc1ccc[nH]1 | -3 | -12 | 0.5 | 100 | 2 | 12 | 11 | · | 1 | 92
CCCCCOc1ccc2oc(=O)c3c(c2c1)CCCN3C(=O)CN1CCCC(C(=O)OCC)C1 (configuration not stated) | 2 | -4 | -0.4 | 67 | -11 | 32 | 14 | 13 | 10 | 72
CCOc1cc(OCC)cc(C(=O)O)c1 | 2 | -4 | -2.0 | 101 | 1 | -23 | 4 | -14 | 3 | 93
COc1cc(C)c(C(C)C)cc1S(=O)(=O)n1ccnc1 | · | · | 0.3 | 91 | -6 | -26 | 24 | -3 | 3 | 91
CCOC(=O)Nc1cc(C(=O)OC)cc(C(=O)OC)c1 | -1 | -7 | -0.2 | 99 | 6 | -54 | 5 | 16 | -3 | 105
COC(=O)c1cc(-c2ccccc2)sc1NC(=O)c1cc(C)on1 | -9 | -4 | 1.2 | 102 | -5 | -7 | 8 | 12 | 3 | 86
C=CCn1c(SCC(=O)NC(=O)NCC(C)C)nnc1C1CCCCC1 | -1 | -7 | 0.3 | 92 | -5 | -3 | 6 | 10 | 4 | 96
O=C(Nc1c2c(nc3ccccc13)CCCC2)c1ccccc1Cl | 0 | 8 | -3.7 | 92 | 13 | -14 | 10 | · | 9 | 92
CCOC(=O)c1ccc(NC(=O)CCNS(=O)(=O)c2ccc3c(c2)oc(=O)n3C)cc1 | -1 | -12 | -0.3 | 99 | 13 | -40 | 33 | 11 | 1 | 98
O=C(COC(=O)c1ccc(-c2ccccc2)cc1)Nc1ccccc1-c1ccccc1 | -12 | 5 | -0.3 | 71 | -2 | -30 | 2 | · | 31* | 70
COc1ccccc1-c1nc2n(n1)C(c1cccs1)C(C(=O)Nc1cccnc1)=C(C)N2 (configuration not stated) | · | -1 | -1.6 | 71 | 7 | -29 | 5 | 2 | -1 | 66
COc1ccc(CC(=O)Nc2cccc(S(=O)(=O)N3CCCCCC3)c2)cc1OC | -9 | 2 | 0.3 | 25 | 28* | -31 | 17 | -2 | 4 | 22
C=CCN1N=C(c2ccc(Cl)s2)CSC1=O | 1 | -19 | -0.3 | 87 | -8 | -34 | · | -15 | 2 | 92
CCCCNC(=O)c1ccc(NC(=O)C2CCCO2)cc1 (configuration not stated) | 0 | -8 | 1.1 | 93 | -8 | -31 | 8 | -13 | -1 | 108
COC(=O)c1ccc(/C=N/N2CCN(Cc3ccc(C)cc3C)CC2)cc1 | -2 | -4 | 1.4 | 50 | 3 | -42 | 10 | -5 | 1 | 46
O=C(/C=C\Nc1ccccn1)c1ccc(Cl)cc1 | · | -27 | -0.3 | 73 | -10 | -57 | 3 | 22 | 2 | 77
COc1ccccc1-c1c(C)oc2c(CN3CCN(CCO)CC3)c(O)ccc2c1=O | -2 | -2 | -4.1 | 83 | 10 | -26 | 7 | 1 | 3 | 85
CC(C)Sc1nc(-c2ccccc2)cc(=O)[nH]1 | -1 | -15 | -1.8 | 92 | 8 | -18 | 6 | 0 | 0 | 104
Cc1ccc(C)c(NC(=O)C2CCC(C)(C(=O)O)C2(C)C)c1 (configuration not stated) | 2 | -9 | -1.9 | 98 | 10 | -6 | 15 | · | 1 | 102
CSC1=N/C(=C\c2cccc(F)c2)C(=O)S1 | 1 | 4 | -1.4 | 103 | -2 | -42 | 13 | -1 | -1 | 103
O=C(CSc1nnc(Cn2c(=O)sc3ccccc32)n1CCc1ccccc1)N1CCOCC1 | -1 | -2 | -2.3 | 77 | -9 | -12 | 7 | -34 | 2 | 90
CCN(CC)S(=O)(=O)c1ccc(C(=O)OCCN2C(=O)CCC2=O)cc1 | 0 | -2 | -2.5 | 103 | -2 | -30 | 6 | · | 2 | 95
CCOC(=O)N1CCC(N(CCN(C)C)C(=S)Nc2cc(C)ccc2C)CC1 | -3 | -2 | -3.1 | 79 | 2 | -25 | 19 | · | 10 | 90
CCC(C)Oc1cccc(C(=O)Nc2ccccc2N2CCOCC2)c1 (configuration not stated) | 1 | -5 | 3.2 | 79 | 0 | -71 | 3 | -7 | 2 | 87
N/C(=N\OC(=O)Cc1ccc(Cl)cc1)c1cccnc1 | · | -18 | -2.2 | 86 | 3 | -8 | 32 | 0 | 1 | 102
CC(=O)Cn1cnc2sc(-c3ccccc3)cc2c1=O | -1 | -14 | -0.3 | 96 | 4 | -5 | 8 | 0 | -2 | 103
O=C1CC(c2nc3ccccc3[nH]2)CN1c1cccc(C(F)(F)F)c1 (configuration not stated) | · | -2 | 7.7* | 84 | -10 | 6 | 6 | 2 | 0 | 91
Cn1c(Cc2cccc3ccccc23)nnc1SCc1ccc([N+](=O)[O-])cc1 | -5 | -4 | -0.7 | 77 | 5 | -24 | 5 | · | 2 | 80
CCCn1c(=O)c2ccccc2n2c(SCCOc3ccc(OC)cc3)nnc12 | 0 | -2 | -2.7 | 90 | 4 | -6 | 14 | -28 | 12 | 90
O=C(COc1ccc2ccccc2c1)NNC(=O)c1cccs1 | -10 | 4 | -2.8 | 89 | -2 | -21 | 24 | -16 | 6 | 109
CCOC(=O)c1nnn(-c2ccc(OC)cc2)c1N | · | · | -0.7 | 104 | -6 | -27 | 19 | -6 | 2 | 95
CN(C)c1ccc(/C=N/NC(=O)c2ccc(Cn3cc(Br)cn3)o2)cc1 | 0 | 1 | -2.5 | 102 | 10 | -34 | 28* | 2 | -1 | 103
COc1ccc(/C=C/c2nnc(NC(=O)COc3ccc(C)cc3)s2)cc1 | · | 4 | -3.0 | 83 | -9 | -48 | 5 | -3 | 11 | 89
COC(=O)c1cn(NC(=O)c2ccc(F)cc2)c(=O)c2ccccc12 | · | 0 | -2.1 | 80 | 11 | -41 | 44* | 6 | 0 | 83
CC1(C)CC(=O)C=C(NC2=CC3OC(c4ccccc4)OCC3OC2=O)C1 (configuration not stated) | -6 | 6 | 1.1 | 103 | 69* | -22 | 5 | 49 | 0 | 95
Cc1cccc(C(=O)N2CCC(=O)N(C(COCc3ccccc3)Cc3ccccc3)CC2)c1 (configuration not stated) | · | 9 | -3.0 | 80 | 1 | -31 | 3 | 2 | 5 | 84
CC(Cc1ccccc1)NC(=O)CSc1nc2nc3c(cc2c(=O)n1-c1ccccc1)COC(C)(C)C3 (configuration not stated) | · | -26 | -4.2 | 86 | -5 | 9 | 3 | -3 | -2 | 77
CC(C)(C)c1cc(C(F)(F)F)nc(SCCCNC(=O)c2ccco2)n1 | 0 | -2 | -0.8 | 94 | -10 | -10 | 12 | 7 | 9 | 80
